From PubChem
TcdB inh: TcdB glycohydrolase inhibition; P18177; hit rate 0.24% among 350,000; inhibition, % at 9.99 µM; TcdB glycohydrolase enzymatic assay, plate reader; in the data active = inhibition above about 10%
* marks the source's active call; other numbers are inactive results; & = joins results of further samples. A portion of the library; count on the stated rates, not on these rows.

SMILES	TcdB inh
O=C(Nc1ccccc1F)N1C[C@H]2[C@@H](c3ccccc31)[C@@H](CO)N2C(=O)Cc1ccccc1	-2.5
COc1ccccc1-c1ccc2c(c1)O[C@@H](CN(C)S(=O)(=O)c1ccc(C)cc1)[C@@H](C)CN([C@H](C)CO)S2(=O)=O	-3.6
COc1ccccc1S(=O)(=O)N(C)C[C@@H]1Oc2cc(C#CCC(C)C)ccc2S(=O)(=O)N([C@H](C)CO)C[C@H]1C	0.2
COCC(=O)N1CC2(C1)CN(Cc1ccccc1Cl)[C@@H](CO)c1c2c2ccc(OC)cc2n1C	-2.0
CCC(=O)N1CC2(C1)CN(C(=O)Nc1ccccc1F)[C@H](CO)c1[nH]c3cc(OC)ccc3c12	1.6
CO[C@@H]1CN(C)C(=O)c2cc(NC(C)=O)ccc2OC[C@H](C)N(Cc2ccccc2F)C[C@H]1C	0.2
C[C@@H]1CN([C@H](C)CO)C(=O)c2cc(C#CC3(O)CCCC3)cnc2O[C@@H]1CN(C)C(=O)CN(C)C	1.2
C[C@@H]1CCCCO[C@@H](CN(C)C)[C@H](C)CN([C@@H](C)CO)C(=O)c2cc(N(C)C)ccc2O1	-24.9
CC(C)NC(=O)N[C@H]1CC[C@H](CCNC(=O)C2CCC2)O[C@H]1CO	0.3
C[C@H](CO)N1C[C@H](C)[C@@H](CN(C)CC2CCOCC2)Oc2ncc(-c3ccc(C#N)cc3)cc2C1=O	0.2
C[C@@H]1CN([C@H](C)CO)C(=O)c2cccc(NC(=O)C3CC3)c2O[C@@H]1CN(C)Cc1ccc(-c2ccccc2)cc1	-0.2
COc1cccc(NC(=O)N[C@@H]2CC[C@H](CC(=O)NCc3ccccn3)O[C@@H]2CO)c1	0.5
O=C(NCCc1ccncc1)[C@@H]1[C@@H](CO)[C@@H]2Cn3c(cccc3=O)[C@H]1N2Cc1ccccc1F	-0.2
CCS(=O)(=O)N1CCCCN2[C@H](CO)[C@@H](c3ccc(C#CC(C)(C)O)cc3)[C@H]2C1	1.0
O=C(C[C@@H]1C[C@H]2c3cc(NC(=O)C4CCC4)ccc3O[C@H]2[C@H](CO)O1)NCc1ccccc1F	-0.9
O=C(C[C@H]1CC[C@@H](NC(=O)Nc2ccc3c(c2)OCO3)[C@H](CO)O1)NCCCN1CCOCC1	-0.7
CC(=O)N1CCCCN2[C@H](CO)[C@@H](c3ccc(C#Cc4ccccc4F)cc3)[C@H]2C1	-9.2
O=c1n(-c2ccccc2)c(=O)n2n1CC(COc1ccccc1)=C([C@H](O)c1ccccc1)[C@@H]2CO	0.1
CCC(=O)NC[C@@H]1[C@@H](c2ccc(C3=CCCCC3)cc2)[C@@H](CO)N1C(=O)C1CC1	1.1
COCC(=O)N(C)C[C@H]1Oc2cc(C#CCC(C)C)ccc2S(=O)(=O)N([C@@H](C)CO)C[C@@H]1C	0.0
CCNC(=O)C[C@H]1CC[C@@H]2[C@@H](COc3ccc(NC(=O)Nc4ccc(F)cc4)cc3C(=O)N2C)O1	1.7
COCC(=O)N(C)C[C@@H]1Oc2ncc(C#CCC3CCCC3)cc2C(=O)N([C@@H](C)CO)C[C@H]1C	0.4
CN1CCN(C(=O)C[C@H]2CC[C@H](NS(=O)(=O)c3cccc(F)c3)[C@H](CO)O2)CC1	0.2
CC(=O)N1[C@@H]2Cn3c(ccc(-c4ccccc4)c3=O)[C@H]1[C@@H](C(=O)Nc1ccccc1)[C@@H]2CO	-0.6
N#C[C@H]1[C@H](c2ccc(C3=CCCC3)cc2)[C@@H](CO)N1C(=O)c1ccccn1	-1.2

New compounds follow.
SMILES	TcdB inh
COc1ccccc1-c1ccc([C@@H]2[C@H]3CN(C(=O)CN4CCOCC4)CCCCN3[C@H]2CO)cc1	-1.6
Cc1ccccc1-c1ccc2c(c1)O[C@@H](CN(C)C(=O)c1ccccn1)[C@@H](C)CN([C@@H](C)CO)S2(=O)=O	1.3
CO[C@@H]1CC[C@@H]2CCOc3ccc(C#N)cc3C(=O)N(C)C[C@@H](c3ccccc3)CC(=O)N(C)C[C@H]1O2	-0.1
C[C@@H]1CN([C@@H](C)CO)C(=O)c2cc(NC(=O)CCN3CCOCC3)ccc2O[C@H]1CN(C)C	-1.1
O=C(Nc1ccc(F)cc1)N1CCCCN2[C@H](CO)[C@H](c3ccc(-c4cccc(F)c4)cc3)[C@@H]2C1	0.3
Cc1ccccc1CN(C)C[C@@H]1OCc2cn(nn2)CCCC(=O)N([C@H](C)CO)C[C@@H]1C	-0.2
CCC(=O)N(C)C[C@H]1Oc2cc(C#CC3CC3)ccc2S(=O)(=O)N([C@H](C)CO)C[C@H]1C	-0.3
COCC(=O)N1CC(=O)N2[C@H](CO)[C@H](c3ccc(C#CC(C)C)cc3)[C@@H]2C1	-0.3
COc1cccc(S(=O)(=O)N2C[C@@H]3N[C@H](C2)C3c2ccc(/C=C/c3ccccc3)cc2)c1 (stereo partly specified)	0.3&0.8
COc1cccc(-c2cnc3c(c2)C(=O)N([C@H](C)CO)C[C@H](C)[C@H](CN(C)C(=O)Nc2ccccc2F)O3)c1	-0.3
CC(C)NC(=O)N(C)C[C@@H]1Oc2cc(C#CCN(C)C)ccc2S(=O)(=O)N([C@H](C)CO)C[C@H]1C	-0.2
O=C(c1ccncc1)N1CC2(C1)[C@H](c1ccccc1)[C@H](CO)N2CC1CCCC1	-0.8
C[C@@H]1CCCCO[C@H](CN(C)S(=O)(=O)c2ccccc2)[C@H](C)CN([C@@H](C)CO)C(=O)c2cc(NC(=O)c3ccccc3)ccc2O1	-0.6
C[C@H]1CCCCO[C@@H](CN(C)C(=O)Nc2ccc3c(c2)OCO3)[C@@H](C)CN([C@@H](C)CO)C(=O)c2cc(NC(=O)CCC(F)(F)F)ccc2O1	1.6
CO[C@@H]1CN(C)C(=O)c2ccc(NC(=O)Nc3ccccc3F)cc2OC[C@H](C)N(C)C[C@H]1C	-0.3
O=C(C[C@@H]1C=C[C@@H](NC(=O)c2cccnc2)[C@@H](CO)O1)NCCN1CCCCC1	-0.1
CO[C@@H]1CN(C)C(=O)c2ccc(NS(=O)(=O)CC(F)(F)F)cc2OC[C@@H](C)N(C)C[C@H]1C	-1.1
O=C(Nc1ccccc1)N1CC(=O)N2[C@@H](CO)[C@@H](c3ccc(C#CC4CCCC4)cc3)[C@@H]2C1	-1.0
C[C@H](CO)N1C[C@H](C)[C@@H](CN(C)C(=O)c2ccccc2)OCc2ccccc2-c2ccccc2C1=O	0.3
C[C@@H]1CN([C@@H](C)CO)S(=O)(=O)c2ccc(-c3cccc(F)c3)cc2O[C@H]1CN(C)C(=O)Nc1cc(F)ccc1F	0.6
O=C(NCC[C@@H]1CC[C@@H](NS(=O)(=O)c2ccc(F)cc2)[C@H](CO)O1)Nc1ccc(F)cc1	-0.1
C[C@@H]1CCCCO[C@@H](CN(C)C(=O)Nc2ccc(C(F)(F)F)cc2)[C@@H](C)CN([C@H](C)CO)C(=O)c2cc(NC(=O)CCCCCC(=O)Nc3ccccc3N)ccc2O1	-0.7
C[C@@H]1CCCCO[C@H](CN(C)C(=O)CCC(F)(F)F)[C@@H](C)CN([C@@H](C)CO)C(=O)c2cc(NC(=O)CCC(F)(F)F)ccc2O1	0.7
CNC[C@H]1Oc2c(NC(=O)Nc3ccc4c(c3)OCO4)cccc2C(=O)N([C@H](C)CO)C[C@H]1C	-1.7
COCC(=O)Nc1ccc2c(c1)[C@@H]1C[C@@H](CC(=O)NCc3cccnc3)O[C@H](CO)[C@@H]1O2	-0.3

Exported field by field: entries from further up.
> C[C@@H]1CN([C@@H](C)CO)C(=O)c2cc(NC(=O)CCN3CCOCC3)ccc2O[C@H]1CN(C)C
  TcdB inh: -1.1

> O=C(Nc1ccc(F)cc1)N1CCCCN2[C@H](CO)[C@H](c3ccc(-c4cccc(F)c4)cc3)[C@@H]2C1
  TcdB inh: 0.3

> Cc1ccccc1CN(C)C[C@@H]1OCc2cn(nn2)CCCC(=O)N([C@H](C)CO)C[C@@H]1C
  TcdB inh: -0.2

(further entries)
SMILES	TcdB inh
O=C(NCC[C@H]1CC[C@H](NS(=O)(=O)Cc2ccccc2)[C@H](CO)O1)C1CC1	-0.4
O=C(NCC[C@@H]1CC[C@@H](NS(=O)(=O)c2cccc(F)c2)[C@@H](CO)O1)Nc1cc(F)ccc1F	-8.9
CC(C)NC(=O)N(C)C[C@H]1Oc2ccc(NC(=O)CCN3CCOCC3)cc2C(=O)N([C@H](C)CO)C[C@H]1C	-0.3
CCCN(C)C[C@H]1OCCCC[C@@H](C)Oc2ccc(NC(=O)Nc3ccccc3)cc2C(=O)N([C@H](C)CO)C[C@@H]1C	1.3
COc1ccc2c3c([nH]c2c1)[C@@H](CO)N(C(=O)C1CCOCC1)CC31CN(C(=O)NC(C)C)C1	-1.8
C[C@@H]1CCCCO[C@H](CN(C)Cc2ccc(Cl)c(Cl)c2)[C@@H](C)CN([C@H](C)CO)C(=O)c2cc(NC(=O)C3CCCCC3)ccc2O1	0.0
CCCNC(=O)C[C@@H]1CC[C@H]2[C@@H](COc3ccc(NC(=O)NCC)cc3C(=O)N2C)O1	-1.3
COc1ccc(S(=O)(=O)N[C@@H]2CC[C@@H](CC(=O)NCc3ccccc3F)O[C@@H]2CO)cc1	0.7
COc1ccc(S(=O)(=O)Nc2ccc3c(c2)C(=O)N([C@@H](C)CO)C[C@H](C)[C@H](CN(C)S(=O)(=O)c2ccccc2)O3)cc1	1.1
CCC(=O)N1CC2(C1)CN(C(=O)NC1CCCC1)[C@H](CO)c1c2c2ccc(OC)cc2n1C	0.9
CCCNC(=O)N1[C@@H](C#N)[C@H](c2ccc(C#Cc3cccc(F)c3)cc2)[C@@H]1CO	0.3
C[C@@H]1CN([C@@H](C)CO)C(=O)c2cccc(NS(C)(=O)=O)c2O[C@@H]1CN(C)Cc1ccncc1	0.3
C[C@H](CO)N1C[C@H](C)[C@@H](CN(C)Cc2ccncc2)Oc2ncc(C#CC3CCCCC3)cc2C1=O	0.0
O=C(NC1CCCCC1)N1[C@@H]2CNC[C@H]1C2c1ccc(-c2cccnc2)cc1 (stereo partly specified)	2.2&-3.0
O=C(CC1CC1)Nc1ccc2c(c1)[C@H]1C[C@H](CC(=O)NC3CCCC3)O[C@@H](CO)[C@H]1O2	-0.9
COc1ccc(S(=O)(=O)N(C)C[C@@H]2Oc3ncc(C#CC4(O)CCCC4)cc3C(=O)N([C@@H](C)CO)C[C@H]2C)cc1	0.9
C[C@@H]1CCCCO[C@@H](CN(C)C(=O)Nc2ccc3c(c2)OCO3)[C@H](C)CN([C@H](C)CO)C(=O)c2cc(NC(=O)Nc3ccccc3)ccc2O1	0.6
COc1ccc(S(=O)(=O)N[C@H]2C=C[C@H](CC(=O)NCc3ccccc3F)O[C@H]2CO)cc1	-2.7
COc1cccc(-c2cn(CC[C@@H]3CC[C@H](NC(C)=O)[C@H](CO)O3)nn2)c1	-0.4
C[C@@H]1CN([C@@H](C)CO)C(=O)c2cc(Br)cnc2O[C@@H]1CN(C)Cc1cccc(F)c1	-0.8
C[C@@H](NC(=O)C[C@H]1CC[C@H](NS(=O)(=O)c2cccc(F)c2)[C@H](CO)O1)c1ccccc1	-0.8
COc1ccccc1NC(=O)N1CCCCN2[C@H](CO)[C@H](c3ccc(-c4cccc(F)c4)cc3)[C@H]2C1	-0.7
C[C@@H]1CCCCO[C@@H](CN(C)C(=O)c2ccccc2)[C@H](C)CN([C@@H](C)CO)C(=O)c2cc(NC(=O)Nc3ccc4c(c3)OCO4)ccc2O1	1.2
CN1CCN(C(=O)C[C@@H]2CC[C@H]3[C@@H](COC[C@@H](O)CN3C(=O)Nc3cc(Cl)cc(Cl)c3)O2)CC1	-0.6
CNC[C@@H]1Oc2ccc(NS(=O)(=O)c3ccc(C)cc3)cc2CC(=O)N([C@@H](C)CO)C[C@@H]1C	0.6

Sorted by length of the SMILES (largest number first): some entries from above.
SMILES	TcdB inh
COc1ccc(S(=O)(=O)N(C)C[C@@H]2Oc3ncc(C#CC4(O)CCCC4)cc3C(=O)N([C@@H](C)CO)C[C@H]2C)cc1	0.9
C[C@H](CO)N1C[C@H](C)[C@@H](CN(C)Cc2ccncc2)Oc2ncc(C#CC3CCCCC3)cc2C1=O	0.0
CCCNC(=O)N1[C@@H](C#N)[C@H](c2ccc(C#Cc3cccc(F)c3)cc2)[C@@H]1CO	0.3

The main list resumes with the three entries that preceded the break.
SMILES	TcdB inh
C[C@@H]1CCCCO[C@@H](CN(C)C(=O)c2ccccc2)[C@H](C)CN([C@@H](C)CO)C(=O)c2cc(NC(=O)Nc3ccc4c(c3)OCO4)ccc2O1	1.2
CN1CCN(C(=O)C[C@@H]2CC[C@H]3[C@@H](COC[C@@H](O)CN3C(=O)Nc3cc(Cl)cc(Cl)c3)O2)CC1	-0.6
CNC[C@@H]1Oc2ccc(NS(=O)(=O)c3ccc(C)cc3)cc2CC(=O)N([C@@H](C)CO)C[C@@H]1C	0.6
CO[C@@H]1CN(C)C(=O)c2cc(NC(=O)C3CCCC3)ccc2OC[C@@H](C)N(CCC(F)(F)F)C[C@@H]1C	1.9
Cc1ccc(OC(=O)N(C)C[C@H]2OCc3ccccc3-c3c(n(C)c4ccccc34)C(=O)N([C@H](C)CO)C[C@@H]2C)cc1	-0.1
Cc1noc(C)c1S(=O)(=O)N(C)C[C@H]1Oc2ccc(NS(=O)(=O)c3ccccc3)cc2CC(=O)N([C@@H](C)CO)C[C@@H]1C	-0.8
O=C(C1CCOCC1)N1CC2(C1)[C@@H](c1ccccc1)[C@H](CO)N2Cc1ccccc1F	0.9
O=C(C[C@H]1C[C@H]2c3cc(NS(=O)(=O)c4ccc(F)cc4)ccc3O[C@H]2[C@@H](CO)O1)N1CCCCC1	0.2
CC(C)NC(=O)Nc1ccc2c(c1)CC(=O)N([C@@H](C)CO)C[C@H](C)[C@@H](CN(C)C)O2	0.6
C[C@@H]1CN([C@@H](C)CO)C(=O)Cc2cc(NC(=O)CCCN(C)C)ccc2O[C@@H]1CN(C)C	2.2
C[C@@H]1CN([C@@H](C)CO)C(=O)c2cc(NS(=O)(=O)c3ccccc3)ccc2O[C@H]1CN(C)Cc1ccc(C(=O)Nc2ccccc2N)cc1	0.5
CO[C@H]1CN(C)C(=O)c2ccc(NC(=O)Nc3cccc(Cl)c3)cc2OC[C@@H](C)N(C(=O)Nc2c(C)noc2C)C[C@@H]1C	0.8
